# ABHD4 inh: ABHD4 inhibitors, primary screen, biochemical, fluorescence polarization, mouse; AID 720543, 2013; inhibition, % at 8.92 µM; (Lyso)-N-acylphosphatidylethanolamine lipase (Mus musculus), Q8VD66; hit rate 0.54% among 370,000; purified mABHD4, FP-Rh probe fluorescence polarization;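 active = inhibition exceeding the mean over every tested compound plus 3 SD, cut at about 30% in these data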;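 also: 0% = plate median of compound wells and 100% = S159A mutant with DMSO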
#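 Assay system: wild-type mouse ABHD4 protein; compound: single nominal dose of 8.92 µM, 0.89% DMSO final; schedule: 45 min + 60 min at 25 °C; measured by: FP readout, ex 525 nm / em 598 nm; evaluation: % inhibition of FP-Rh probe binding versus controls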
# TCR CD3 inh: inhibitors of human TCR-CD3 interaction, primary screen, biochemical, fluorescence, TAMRA-labeled TCR probe. T-cell receptor (TCR). inhibition, % at 9.4 µM. hit rate 0.37% among 360,000. AID 651800, 2012; in the data active = inhibition above about 19%;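 also: recombinant mutant TCR 2C K166C tagged with TAMRA read by polarization; 0% = receptor in buffer alone and 100% = receptor with positive control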
# PRMT1 FP inh: PRMT1 methyltransferase inhibitors, primary screen, biochemical, fluorescence polarization; recombinant PRMT1, activity-based probe fluorescence polarization; inhibition, % at 2.79 µM; hit rate 1.3% among 370,000;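 active = inhibition above about 21% made by adding two undisclosed values, limit read from the data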
# Target sequence (Q99873 whole entry, looked up): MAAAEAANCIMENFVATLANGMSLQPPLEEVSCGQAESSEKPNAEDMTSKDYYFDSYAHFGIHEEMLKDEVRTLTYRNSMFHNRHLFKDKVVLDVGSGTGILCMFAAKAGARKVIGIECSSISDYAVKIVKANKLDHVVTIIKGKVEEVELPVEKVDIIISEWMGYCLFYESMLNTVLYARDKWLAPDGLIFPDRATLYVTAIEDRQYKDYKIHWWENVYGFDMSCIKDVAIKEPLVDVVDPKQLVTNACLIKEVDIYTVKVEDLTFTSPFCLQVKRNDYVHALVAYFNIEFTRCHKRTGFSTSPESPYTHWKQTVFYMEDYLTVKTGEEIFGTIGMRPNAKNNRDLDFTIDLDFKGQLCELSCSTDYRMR
# HTRA1 inhibitor: HTRA1 serine protease inhibitors, primary screen, biochemical, fluorescence polarization, HTS. hit rate 0.5% among 340,000. recombinant HTRA1, FP-rhodamine activity-based probe. inhibition, % at 5.96 µM; in the data active = inhibition above about 36%;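 also: 0% = enzyme with DMSO and 100% = wells lacking enzyme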
# NPR2 activator: human GC-B receptor activators, primary screen, HEK293 GC-B cells, cGMP TR-FRET, EC30 CNP; activation, % at 10 µM; hit rate 0.11% among 370,000; 0% at EC30 CNP, 100% saturating CNP;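 active = activation at 10 µM reaching about 35% in either raw or pattern-adjusted values, limit read from the data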
# UHRF1 binding: UHRF1 methylated DNA binding inhibitors, primary screen, counter-screen for MBD2 inhibitor project, biochemical, TR-FRET, human UHRF1, single concentration; E3 ubiquitin-protein ligase UHRF1 (Homo sapiens), Q96T88; UHRF1 binding to methylated oligo; inhibition, % at 4.4 µM; hit rate 0.75% among 370,000; AID 687016, 2013; in the data active = inhibition above about 21%;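 also: UHRF1 SRA domain binding a hemimethylated CpG hairpin DNA probe; 0% = median of test compound wells and 100% = reference inhibitor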
# rCAG RNA binder: binders of r(CAG) RNA repeats, primary screen, biochemical, fluorescence; hit rate 1.3% among 370,000; r(CAG) RNA repeat, TO-PRO-1 dye displacement fluorescence; inhibition, % at 3 µM;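 active = inhibition above the plate cutoff, the mean of all test compounds on that plate plus 3 SD, cut at about 35% in these data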;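 also: 0% = DMSO alone and 100% = 100 µM mitoxantrone as full dye displacement; higher means more dye released from RNA so lower well fluorescence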
# NPR1 activator: GC-A stimulated cGMP production enhancers – HEK293 GC-A cells, cGMP TR-FRET, EC30 ANP, primary screen | Atrial natriuretic peptide receptor 1 (Homo sapiens), P16066 | 0% at EC30 ANP, 100% saturating ANP | activation, % at 10 µM | hit rate 0.14% among 370,000; in the data active = activation above about 40%
# MBD2 inh: inhibitors of MBD2 binding to methylated DNA, primary screen, biochemical, TR-FRET, DNA-binding domain, human. Methyl-CpG-binding domain protein 2 (Homo sapiens), Q9UBB5. MBD2 binding to methylated oligonucleotide. inhibition, % at 4.4 µM. hit rate 0.31% among 370,000; in the data active = inhibition above about 13%
# Target sequence (Q9UBB5 whole entry, looked up, the tested form may be a part): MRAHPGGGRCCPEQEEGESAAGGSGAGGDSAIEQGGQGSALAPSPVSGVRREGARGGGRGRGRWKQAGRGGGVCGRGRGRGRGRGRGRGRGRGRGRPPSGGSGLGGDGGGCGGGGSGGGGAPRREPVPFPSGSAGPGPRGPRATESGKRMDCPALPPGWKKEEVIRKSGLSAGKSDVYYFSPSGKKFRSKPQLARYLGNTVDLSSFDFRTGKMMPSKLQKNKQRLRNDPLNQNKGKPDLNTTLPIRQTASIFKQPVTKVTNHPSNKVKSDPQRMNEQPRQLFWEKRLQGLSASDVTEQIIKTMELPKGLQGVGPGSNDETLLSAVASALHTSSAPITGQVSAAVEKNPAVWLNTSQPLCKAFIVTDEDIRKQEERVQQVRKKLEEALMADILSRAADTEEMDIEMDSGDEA
# SIAE inh: human SIAE inhibitors, primary screen, biochemical, fluorescence polarization, FP-Rh probe, 1536-well HTS; Sialate O-acetylesterase (Homo sapiens), Q9HAT2; SIAE FP-Rh probe binding; inhibition, % at 9.66 µM; hit rate 0.69% among 370,000;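 active = inhibition above a cutoff: mean of compounds within the control limits plus 3 SD of those, cut at about 17% in these data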;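 also: 0% = plate median of compound wells and 100% = probe without SIAE protein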
# * = called active by the depositor; . = not tested or not shown. A portion of the library; the hit share may differ from the screen's.
SMILES,ABHD4 inh,TCR CD3 inh,PRMT1 FP inh,HTRA1 inhibitor,NPR2 activator,UHRF1 binding,rCAG RNA binder,NPR1 activator,MBD2 inh,SIAE inh
O=C(COc1ccc(F)cc1)N(CC1=CCS(=O)(=O)C1)c1ccccc1,3,-3,-3,3,-3,4,-3,-4,5,5
CCN(C(=O)COC(=O)c1ccccc1SCC(=O)NC1CCCCCCC1)C1CCS(=O)(=O)C1 (stereo not given),3,2,1,-1,-1,0,1,3,-1,-4
COc1cccc(C(=O)OCC(=O)N2CCc3ccccc32)c1OC,3,-4,1,-7,5,0,-3,1,-4,-5
C=CCn1c(SCc2cc(C(C)=O)ccc2OCC)nc2ccccc2c1=O,-8,11,-5,-16,-1,-3,-2,1,-6,-4
COc1ccc(Nc2ncnc3c2cnn3Cc2ccccc2)cc1,-9,-6,0,0,8,6,-5,6,1,6
CCCCNC(=O)COC(=O)c1ccc(NC(C)=O)cc1,-2,4,2,1,3,-3,0,2,-2,-3
O=C(NCCN1CCCC1)c1ccc2c(c1)N(Cc1ccccc1)C(=O)c1ccccc1S2(=O)=O,-7,8,-6,-8,-2,0,5,0,-3,-18
COc1ccc(CNC(=O)C2CCCN(S(=O)(=O)c3c(C)n[nH]c3C)C2)cc1 (stereo not given),7,-6,1,3,5,3,-1,0,-3,-4
Cc1cccc(NC(=O)Nc2ccccc2C(=O)N2CCCC2)c1,3,.,-1,.,-1,0,-1,1,1,0
COc1ccc(CCNC(=O)CSc2ccccn2)cc1,1,3,-1,4,4,1,1,2,3,-4
CCCOc1ccccc1NC(=O)Nc1ccccc1Cl,3,-5,1,-11,1,-3,-1,-2,-5,-4
Cc1cnc(NC(=O)Cc2c[nH]c3ccccc23)s1,4,1,-4,-10,-8,-4,4,1,-4,7
CCCC(=O)Oc1c(S(=O)(=O)c2ccc(C)cc2)c(C)nn1C(C)(C)C,-1,8,-2,-8,2,2,-11,3,0,-2
CCOC(=O)C1CCCN(S(=O)(=O)c2c(C)[nH]c(C)c2C(=O)N2CCCC2)C1 (stereo not given),5,5,-1,5,7,1,-5,6,3,-1
COc1ccc(C(=O)OCC(=O)NCC2CCCCC2)c(OC)c1,6,4,2,-8,2,0,-5,-3,-4,-4
O=C1NCCOC(=O)[C@@H](Cc2ccc(F)cc2)CC/C=C/C[C@@H]1CC(=O)N(CCO)Cc1ccccc1,-12,-10,1,4,2,3,-7,2,3,-1
Fc1cccc(NC(=S)NCc2ccccn2)c1,5,5,1,-2,-2,0,0,-1,1,2
Oc1cc(O)cc(C=Cc2ccc(O)c(O)c2)c1,27,21*,18,.,-10,7,38*,-4,2,-3
Cc1ccc(NC(=O)C(C)SCc2nc3sc4c(c3c(=O)[nH]2)CCCC4)nc1 (stereo not given),3,5,-4,0,1,-5,4,-5,-7,-6
CCN(CC)c1ccc(/C=N/N2CCN(c3ccccc3OC)CC2)cc1,2,13,1,2,-4,-2,-7,-3,-2,2

# With a hit mark in TCR CD3 inh, among the entries above:
compound	ABHD4 inh	TCR CD3 inh	PRMT1 FP inh	HTRA1 inhibitor	NPR2 activator	NPR1 activator	MBD2 inh	SIAE inh
Oc1cc(O)cc(C=Cc2ccc(O)c(O)c2)c1	27	21*	18	.	-10	-4	2	-3

# (continued)
SMILES,ABHD4 inh,TCR CD3 inh,PRMT1 FP inh,HTRA1 inhibitor,NPR2 activator,UHRF1 binding,rCAG RNA binder,NPR1 activator,MBD2 inh,SIAE inh
C=CCNC(=O)/C(=C\c1cccc([N+](=O)[O-])c1)NC(=O)c1ccccc1,2,0,2,3,2,5,0,-1,2,13
CCOC(=O)c1sc(=NC(=O)COc2ccccc2)n(C)c1C,1,-5,-2,8,-2,1,-3,1,2,-7
CC(C)N1CCC2(CC1)Oc1ccc(Br)cc1C1CC(c3cccnc3)=NN12 (stereo not given),-16,-1,17,-6,-18,0,4,-20,7,-7
COc1ccc(/C=C(/NC(=O)c2ccc(Br)o2)C(=O)Nc2cccc(C(=O)O)c2)cc1,-1,3,2,-3,1,-1,9,2,1,4
CCCn1c2ccccc2c2cnn(CC(=O)NC3CCN(Cc4ccccc4)CC3)c(=O)c21,4,10,2,-6,0,-1,-2,-2,1,-9
Cc1c(Cl)cccc1NC(=O)NCc1ccc(F)cc1,4,8,-2,1,1,1,0,-2,3,-2
CC1CCCC(NC(=O)CN2C(=O)NC(c3ccccc3)(c3ccccc3)C2=O)C1C (stereo not given),-3,-6,-5,-24,-2,2,-5,1,0,3
Cn1c(SCc2cccc(Br)c2)nnc1-c1ccncc1,2,-2,7,3,3,1,-6,-1,1,-2
COC(=O)C[C@@H]1CC[C@@H](NS(=O)(=O)c2ccc(F)cc2)[C@@H](CO)O1,2,-4,2,.,1,2,-1,1,0,2
CN(c1ccccc1)S(=O)(=O)c1ccc(C(=O)NCC2CCCO2)cc1 (stereo not given),3,-2,2,5,5,0,-3,5,6,3
CCOC(=O)c1sc2nc(C)nc(Nc3ccccc3)c2c1C,3,3,-1,4,-4,18,-3,10,2,5
COc1cc(/C=C2/N=C(c3ccccc3F)OC2=O)cc(Cl)c1OS(C)(=O)=O,9,3,-1,3,-2,3,12,5,1,5
CN(C(=O)CSc1nc2ccccc2s1)c1c(N)n(Cc2ccccc2)c(=O)[nH]c1=O,-11,-9,19,4,1,4,2,0,6,-2
CCS(=O)(=O)Nc1ccc(C(=O)CC2(O)C(=O)Nc3ccc(Br)cc32)cc1 (stereo not given),2,1,-1,-7,2,-3,3,0,1,-2
COc1cccc(N2CCN(CC(=O)NCc3cccs3)CC2)c1,-4,1,-2,2,-1,0,-3,0,-3,1
COc1cc(C(C2C(=O)CC(C)(C)CC2=O)C2C(=O)CC(C)(C)CC2=O)ccc1O,6,3,5,3,1,0,-3,6,5,5
O=C(COC(=O)C1CC(O)CN1S(=O)(=O)c1ccc(Cl)cc1)c1ccccc1 (stereo not given),0,-1,1,-6,4,3,3,2,-1,5
O=C(CSc1nc2c(sc3ccccc32)c(=O)n1Cc1ccco1)NCC1CCCO1 (stereo not given),0,-3,9,-10,-4,4,1,1,4,-4
Cc1ccc(-c2csc3ncnc(N4CCc5ccccc5C4)c23)cc1,0,-3,0,-8,1,-3,-1,3,1,0
C/C(=N\NC(=O)CSc1nc(C)cc(C)n1)c1cccs1,2,-5,9,0,6,-1,-2,0,1,-4
O=C(Nc1ccc(N2CCOCC2)c(Cl)c1)c1cccnc1,4,3,-3,7,1,-1,-2,2,-2,-3
c1ccc2c(c1)[nH]c1nc3nncn3nc12,6,1,0,-5,-2,-22,0,4,-10,4
O=C(CC(=O)c1ccccn1)c1ccccc1,-2,0,3,4,-1,0,2,-3,-3,1
COc1ccccc1Nc1nc2cc(C)ccc2cc1C#N,1,1,-4,3,-6,1,0,17,-3,3
COc1ccc(N2CCN(C(CNC(=O)C(=O)NCc3cccnc3)c3ccco3)CC2)cc1 (stereo not given),1,-5,-1,3,10,7,-3,1,4,-2
COc1ccccc1N(CC(=O)NCc1ccco1)S(C)(=O)=O,2,-2,-2,-6,2,-1,1,-4,-3,-10
O=C(O)CCNC(=O)/C(=C\c1ccco1)NC(=O)c1ccco1,3,11,8,-4,7,-2,1,2,-8,7
Cc1ccc(Nc2c(-c3ccc(C)o3)nc3ncccn23)cc1,8,-2,11,6,24,-3,-4,20,-3,3
CCOc1ccccc1C1C(C#N)=C(SCC(=O)OC)NC(=O)C1C(=O)OC (stereo not given),5,-3,2,-4,2,1,0,0,4,-3
CCc1c(O)c(/C(C)=N\O)c(=O)n(-c2ccccc2)c1-c1ccccc1,-1,-2,-4,7,3,-4,-2,-2,-4,12
COC(=O)c1nn(-c2nc(-c3cccc(OC)c3)cc(C(F)(F)F)n2)cc1[N+](=O)[O-],0,-4,2,5,1,1,-1,3,0,3
O=C(O)c1ccccc1C(=O)N1CCN(C(=O)c2ccccc2Cl)CC1,-1,3,-2,2,0,5,-3,0,4,-2
CCOC(=O)c1cnc(N)nc1-c1ccccc1,5,0,3,-1,2,0,1,2,2,10
COC(=O)c1ccccc1NC(=S)NC(=O)C1CC1,-9,1,-2,-3,-4,-1,-4,6,-4,-2
O=C(Nc1ccc(Oc2ccccc2)cc1)c1cnc2n(c1=O)CCS2,-2,4,-2,-2,-8,-2,2,4,1,0
Cc1ccc(-c2nnc(N3CCC(C)CC3)c3ccccc23)cc1C,8,5,2,-34,2,1,-3,-5,-2,-3
OCCN(CCO)CC(O)COc1ccc2c(c1)OCO2 (stereo not given),8,3,1,0,5,67*,1,1,0,0
COc1cc(CC(=O)OCC(=O)NC2CCCCC2)cc(OC)c1OC,2,5,-5,3,1,-1,-2,-1,-4,-3
Cc1cc2ccccn2c1C(=O)c1cccc(F)c1,-2,3,-1,2,-11,-3,-5,0,2,19*
COc1ccc(S(=O)(=O)NC(CC(C)C)C(=O)NC(C)c2cccs2)cc1 (stereo not given),-5,0,-5,-1,-6,-4,0,-4,1,4
O=C(Nc1ccccc1F)c1ccc2snnc2c1,-3,6,-7,-2,-4,8,0,2,-3,-7
O=C(C1CCN(S(=O)(=O)c2cccc3cccnc23)CC1)N1CCn2c1nc1ccccc12,1,0,4,3,-7,2,3,-3,0,6
CCC(C)[C@H](NC(=O)OC(C)(C)C)C(=O)N/N=C/c1ccc2cc(OC)ccc2n1 (stereo not given in full),12,-6,3,4,-1,4,-4,-6,-2,-2
Cc1cc(NC(=O)c2cnn3c(C(F)F)cc(C4CC4)nc23)no1,0,3,-3,9,1,-1,-2,3,3,-9
CCCCOc1ccc(C2(C)CC(=O)NC2=O)cc1 (stereo not given),2,-8,-3,-4,0,3,-2,-1,-5,-1
CN1CCCN(S(=O)(=O)c2ccccc2)c2nc3ccccc3nc21,-6,-2,-1,-2,0,-2,-11,1,1,-5
CN(C)c1nc(C(=O)NN)nc(N(C)C)n1,-2,3,0,-6,2,-1,-5,3,-2,2
O=S(=O)(Cc1noc(-c2ccccc2Cl)n1)c1ccccn1,3,9,-5,5,-1,0,1,0,-2,6
C=CCn1c(=N)n(CC(O)COc2ccc(OC)cc2)c2ccccc21 (stereo not given),5,9,-3,-1,-4,-1,9,-10,-2,1
Cn1c(CCC(=O)Nc2ccc(S(C)(=O)=O)cc2)nc2cc(S(=O)(=O)N3CCOCC3)ccc21,4,8,0,6,3,-1,11,0,-5,12

# A few values from the entries so far:
# Result of COc1cc(C(C2C(=O)CC(C)(C)CC2=O)C2C(=O)CC(C)(C)CC2=O)ccc1O in NPR1 activator: 6
# Result of CCCn1c2ccccc2c2cnn(CC(=O)NC3CCN(Cc4ccccc4)CC3)c(=O)c21 in NPR2 activator: 0
# Result of O=C(Nc1ccc(N2CCOCC2)c(Cl)c1)c1cccnc1 in rCAG RNA binder: -2
# Result of COc1ccc(Nc2ncnc3c2cnn3Cc2ccccc2)cc1 in HTRA1 inhibitor: 0
# Result of CCCCNC(=O)COC(=O)c1ccc(NC(C)=O)cc1 in SIAE inh: -3
# Result of c1ccc2c(c1)[nH]c1nc3nncn3nc12 in UHRF1 binding: -22

# Bioassay records deposited in PubChem by several laboratories.
